FBW7 act – human FBW7 E3 ligase activation, primary screen. Q969H0. AlphaScreen FBW7–phospho-cyclin E peptide binding, activator screen. normalized activity (activation), % at 26.1 µM. actives 0.13% (n = 650,000). AID 1259310; in the data active means normalized activity above about 1.9%;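 further: purified mutant Fbw7 with reduced substrate affinity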
Target sequence (Q969H0 whole entry, looked up): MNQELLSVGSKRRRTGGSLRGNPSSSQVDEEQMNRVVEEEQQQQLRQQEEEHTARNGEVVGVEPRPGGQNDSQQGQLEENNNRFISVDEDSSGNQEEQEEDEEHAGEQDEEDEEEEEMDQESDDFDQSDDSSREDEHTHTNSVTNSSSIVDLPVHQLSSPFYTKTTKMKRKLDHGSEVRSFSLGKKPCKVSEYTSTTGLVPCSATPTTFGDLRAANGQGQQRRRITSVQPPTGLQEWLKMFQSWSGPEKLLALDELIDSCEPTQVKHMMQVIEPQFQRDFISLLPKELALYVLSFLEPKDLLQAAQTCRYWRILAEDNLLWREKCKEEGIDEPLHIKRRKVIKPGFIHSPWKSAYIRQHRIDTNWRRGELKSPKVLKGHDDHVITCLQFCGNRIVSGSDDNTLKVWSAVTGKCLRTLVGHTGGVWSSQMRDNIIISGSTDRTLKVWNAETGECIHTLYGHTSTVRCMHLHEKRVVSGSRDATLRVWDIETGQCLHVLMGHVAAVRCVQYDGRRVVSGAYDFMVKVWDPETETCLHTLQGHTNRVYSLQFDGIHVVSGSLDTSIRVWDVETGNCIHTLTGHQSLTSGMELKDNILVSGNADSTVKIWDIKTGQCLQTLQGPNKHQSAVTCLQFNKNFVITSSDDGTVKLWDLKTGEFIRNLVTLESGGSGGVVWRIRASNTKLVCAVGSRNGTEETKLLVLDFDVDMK
TEAD-YAP block – TEAD-YAP interaction inhibition; inhibition, % at 9.12 µM; actives 1.4% (n = 640,000); HEK-TIYL cells, TEAD-Gal4/YAP UAS-luciferase luminescence; AID 1259422; in the data active means inhibition above about 32%;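 further: 0% = median of test compound wells and 100% = reference inhibitor wells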
GPR151 ag – activates the human receptor GPR151; Q8TDV0; PathHunter beta-arrestin GPR151 cells, luminescence; activation, % at 11.2 µM; actives 1% (n = 650,000); AID 1508602; in the data active means activation above about 4.9%;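 further: 0% = median of compound wells and 100% = cells with positive control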
Target sequence (Q8TDV0 whole entry, looked up): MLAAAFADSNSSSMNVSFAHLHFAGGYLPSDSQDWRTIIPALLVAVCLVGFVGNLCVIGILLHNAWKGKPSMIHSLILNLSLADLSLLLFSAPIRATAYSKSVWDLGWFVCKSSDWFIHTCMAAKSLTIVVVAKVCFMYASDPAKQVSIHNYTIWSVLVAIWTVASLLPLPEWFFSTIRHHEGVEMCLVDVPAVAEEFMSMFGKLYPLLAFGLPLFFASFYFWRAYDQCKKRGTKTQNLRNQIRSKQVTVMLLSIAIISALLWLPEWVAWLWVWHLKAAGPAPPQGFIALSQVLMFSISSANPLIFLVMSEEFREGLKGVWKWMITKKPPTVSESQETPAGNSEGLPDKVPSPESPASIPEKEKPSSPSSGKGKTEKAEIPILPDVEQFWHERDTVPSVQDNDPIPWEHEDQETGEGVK
MITF primary – human MITF inhibition, primary screen; inhibition, % at 2.6 µM; AlphaScreen MITF homodimerization, bead proximity signal; AID 1259374; actives 0.91% (n = 650,000); O75030; in the data active means inhibition above about 50%;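 further: 0% = vehicle wells with protein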
The depositor's hits bear a star; . = not tested or not shown. Hits appear at their usual frequency; overall some 3.5% were active at least once.

SMILES	FBW7 act	TEAD-YAP block	GPR151 ag	MITF primary
Fc1ccc(NC(=S)NCCCn2cc(Br)cn2)c(F)c1	-0.3	0	4.2	-4
Cc1c(C(=O)N(C)Cc2nccs2)cnn1-c1nccc(-c2ccc3c(c2)OCO3)n1	0.1	2	-1.1	8
CS(=O)(=O)c1ccccc1C(=O)Nc1nc(-c2ccc3c(c2)OCO3)cs1	-0.1	3	3.3	1
COc1ccccc1NC(=O)CSc1nc2[nH]ncc2c(=O)n1-c1cccc(Cl)c1C	0.0	-10	-0.3	1
Cc1ccc(N(C)S(=O)(=O)c2cccc(C(=O)OCC(=O)NC(C)(C)C)c2)cc1	0.2	8	1.3	9
O=c1[nH]c(NCCO)nc2ncn(Cc3ccccc3)c12	-0.1	-6	1.0	4
CCc1ccc(NC(=O)C(CC)SC2=Nc3ccccc3C3=NC(C(C)C)C(=O)N23)cc1 (stereo unspecified)	0.1	9	-1.1	13
O=C(Nc1ccc(C(F)(F)F)cc1)c1cccnc1N1CCOCC1	0.1	12	1.7	-1
CCOC(=O)c1cnc2nc(-c3cccnc3)[nH]n2c1=O	-0.2	6	4.2	-9
COC(=O)c1ccc(N2Cc3ccccc3C2)cc1	0.1	-34	-1.0	6
COc1cccc(-c2ocnc2C(=O)N2CCN(C(=O)c3cccs3)CC2)c1	0.1	4	1.8	17
CC1=C(C(=O)OC(C)C)C(c2ccccc2OC(C)C)C2=C(CC(C)(C)CC2=O)N1 (stereo unspecified)	-0.1	-3	-0.2	-3
COc1cc(Cl)cc(C2NC(=S)NC(c3ccccc3)=C2C(C)=O)c1OCC(=O)O (stereo unspecified)	0.8	4	3.7	16
Cc1cc(NC(=O)c2ccccc2)cc(C)c1O	0.0	-10	-0.5	-12
CC(C)CC(=O)Nc1nnc(SC(C)C)s1	0.6	-18	-1.2	-159
CCCS(=O)(=O)N1CCCC(C(=O)N2CCN(Cc3ccccc3)CC2)C1 (stereo unspecified)	0.3	12	0.6	7
C(=N\Nc1nc2ccccc2n2cnnc12)/c1cccnc1	-0.3	5	-0.4	9
O=C(NCCc1ccc(F)cc1)c1ccc(Br)cc1	0.0	-69	-0.8	-9
COc1ccc(-c2cnc3ccc(NCC4CC4)nn23)cc1OC	0.5	25	0.4	20
CS(=O)(=O)c1ccc(-c2noc(C3CCN(CCc4cccs4)CC3)n2)cc1	-0.1	25	-0.6	6
N/C(=N\OC(=O)c1cccc(I)c1)c1ccccc1	0.2	-5	-0.8	2
COc1cccc(C2C=C(c3cccc([N+](=O)[O-])c3)Nc3nnnn32)c1OC (stereo unspecified)	0.0	-12	0.1	7
Cn1c(Sc2nc(-c3cccnc3)nc3ccccc23)nnc1C(F)(F)F	-0.1	-3	-1.3	0
COc1ccc([N+](=O)[O-])cc1N=c1c([N+](=O)[O-])nn(-c2ccccc2C)n1O	0.2	-15	-0.6	7
C/C(=N/O)c1ccc(NC2=C(N3CCCCC3)C(=O)c3ccccc3C2=O)cc1	0.1	0	3.9	4
C=CCOC(=O)C1=C(C)NC(=S)NC1c1cn(-c2ccccc2)nc1-c1ccc(OCC)cc1 (stereo unspecified)	0.3	-8	0.0	20
COC1C(O)C(O)C(O)[C@@H](O)C1O (stereo partly specified)	0.1	-1	-0.7	9
CCOC(=O)C1(CC2CC2)CCN(C(=O)c2cc(OC)nc3ccccc23)CC1	-0.1	-15	1.5	0
NC(=O)C1CCN(Cc2nc3cc(Cl)ccc3c(=O)[nH]2)CC1	0.0	-2	-1.0	5
CCCCN1C2=NC(=O)CN2c2ccccc21	0.3	-4	0.7	2
C=CCOc1ccc(/C(O)=C2/C(=O)C(=O)N(CCCN(C)C)C2c2ccc(OC)cc2)cc1C (stereo unspecified)	-0.1	-10	0.6	-8
O=C(Nc1cc(Cl)ccc1O)c1cnn2cccnc12	-0.1	-22	0.5	-3
CC[C@@H](CO)NC(=O)c1nc(-c2ccccc2)oc1C(F)(F)F	0.2	-3	0.1	-1
Cc1nn(C(C)C(=O)Nc2ccc3c(C)cc(=O)oc3c2)c(C)c1[N+](=O)[O-] (stereo unspecified)	-0.1	-7	-0.1	6
CN(C)CC(=O)N(C)C(Cc1ccccc1)C1CCN(C(=O)CC2=CCCCC2)CC1 (stereo unspecified)	0.1	2	0.0	10
Cc1nn2c(C(F)(F)F)cc(-c3ccc(Cl)cc3)nc2c1C(=O)NC(C)C	-0.1	-3	1.6	-1
C/C=C\C(=O)NCc1ccc2[nH]c(C)cc2c1	-0.1	-5	0.3	0
COc1ccc(Cl)cc1C(=O)NCCCN1CCN(c2ccccc2)CC1	-0.1	-3	2.9	6
Cc1cccc(S(=O)(=O)Nc2ccc(Cl)cc2)c1	0.1	-2	2.0	7
COc1cccc(C2=NN3C(C2)c2cc(Cl)ccc2OC3c2ccc(SC)cc2)c1 (stereo unspecified)	0.1	-45	0.1	15

For reference, twelve of the compounds above.
SMILES	FBW7 act	TEAD-YAP block	GPR151 ag	MITF primary
Fc1ccc(NC(=S)NCCCn2cc(Br)cn2)c(F)c1	-0.3	0	4.2	-4
Cc1c(C(=O)N(C)Cc2nccs2)cnn1-c1nccc(-c2ccc3c(c2)OCO3)n1	0.1	2	-1.1	8
CS(=O)(=O)c1ccccc1C(=O)Nc1nc(-c2ccc3c(c2)OCO3)cs1	-0.1	3	3.3	1
COc1ccccc1NC(=O)CSc1nc2[nH]ncc2c(=O)n1-c1cccc(Cl)c1C	0.0	-10	-0.3	1
Cc1ccc(N(C)S(=O)(=O)c2cccc(C(=O)OCC(=O)NC(C)(C)C)c2)cc1	0.2	8	1.3	9
O=c1[nH]c(NCCO)nc2ncn(Cc3ccccc3)c12	-0.1	-6	1.0	4
CCc1ccc(NC(=O)C(CC)SC2=Nc3ccccc3C3=NC(C(C)C)C(=O)N23)cc1 (stereo unspecified)	0.1	9	-1.1	13
O=C(Nc1ccc(C(F)(F)F)cc1)c1cccnc1N1CCOCC1	0.1	12	1.7	-1
CCOC(=O)c1cnc2nc(-c3cccnc3)[nH]n2c1=O	-0.2	6	4.2	-9
COC(=O)c1ccc(N2Cc3ccccc3C2)cc1	0.1	-34	-1.0	6
COc1cccc(-c2ocnc2C(=O)N2CCN(C(=O)c3cccs3)CC2)c1	0.1	4	1.8	17
CC1=C(C(=O)OC(C)C)C(c2ccccc2OC(C)C)C2=C(CC(C)(C)CC2=O)N1 (stereo unspecified)	-0.1	-3	-0.2	-3

The listing continues.
SMILES	FBW7 act	TEAD-YAP block	GPR151 ag	MITF primary
O=C(COc1ccccc1[N+](=O)[O-])Nc1nccs1	0.1	-9	-7.7	11
O=S(=O)(NCCc1csc(-c2ccccc2)n1)c1ccccc1	0.0	-13	0.4	-6
Cc1cccc(C)c1NC(=O)C(C)n1c2ccccc2c2nc(=O)cc(C)n21 (stereo unspecified)	0.1	4	-0.5	9
CCn1cnc2c1c(=O)n(CC(=O)NN)c(=O)n2Cc1ccccc1	0.1	2	0.1	3
Cc1ccc(NC(=O)/C(C#N)=C/C2=Cc3ccccc3OC2C)cc1 (stereo unspecified)	-0.1	3	0.9	1
CC(=O)NC(Nc1c(C)n(C)n(-c2ccccc2)c1=O)C(Cl)(Cl)Cl (stereo unspecified)	0.2	3	-0.5	11
c1cc2c(cc1C1CCCCC1)c1c3n2CCNC3CCC1 (stereo unspecified)	-0.1	.	2.1	2
CCCCN1C(=O)CN(CC(=O)O)C(=O)C1c1ccc(OC)cc1OC (stereo unspecified)	0.4	4	-1.1	-8
Cc1ccc(C(=O)N2CCN(C(c3ccccc3)c3ccccc3)CC2)o1	-0.1	1	1.0	5
O=C(COC(=O)C1CCN(S(=O)(=O)c2ccccc2)CC1)c1ccccc1	-0.3	-4	0.3	-3
Cc1cccc2nc(CSc3nc4ccccc4[nH]3)cn12	0.0	-32	2.2	12
CC1CN(C)CCC1CCc1ccc(NC(=O)c2cnccn2)cc1 (stereo unspecified)	0.1	-54	1.1	-2
CC1=Nc2ccccc2/C1=C/c1sc(=N)n(-c2nccs2)c1O	-0.5	32*	-0.5	1
COc1ccccc1OCCCCn1c(-c2ccc(Cl)cc2)nc2ccccc2c1=O	0.2	-2	0.4	-5
CN(C)S(=O)(=O)c1ccc(C(=O)Nc2c3c(nn2-c2ccc(Cl)cc2)CS(=O)(=O)C3)cc1	-0.2	2	-0.4	-1
CN1C(=O)[C@H]2CN(C(=O)OCc3ccccc3)CCN2C(=O)[C@@H]1Cc1ccccc1	-0.1	-1	3.7	-5
O=C(CSc1nc2ccc(N3CCCCC3)cc2c(=O)n1Cc1ccccc1)Nc1cc(C(F)(F)F)ccc1Cl	-0.6	6	-0.8	-8
N#Cc1c(NC(=O)c2cc(Cl)ccc2Cl)sc2c1CCC2	0.0	-3	-0.6	7
S=c1[nH]nc(CN2CCOCC2)n1-c1ccc(Cl)cc1	0.1	8	-0.3	14
Cc1cc(-c2csc(NC3CCCC3)n2)c(C)n1-c1c(C)n(C)n(-c2ccccc2)c1=O	0.4	3	-1.6	13
COc1ccc(C2(CNC(=O)Nc3ccc(OC)c(OC)c3)CCCC2)cc1	0.0	11	0.2	3
COC(=O)CNC(=O)c1nn(-c2cccc(OC)c2)c(=O)c2ccccc12	-0.1	6	-2.2	-11
CSc1ccc(NC(=O)C2CCN(S(C)(=O)=O)CC2)cc1	0.1	6	0.0	-1
CC1(C(=O)N2CCN(C/C=C/c3ccccc3)CC2)CC1(Cl)Cl (stereo unspecified)	-0.1	-2	-0.5	1
CN1CN=C2SC(CO)(CO)C(=O)N2C1	0.3	-1	-0.2	1
CCCOc1cc(C)c(S(=O)(=O)Nc2ccccn2)cc1C	0.1	11	1.2	9
CC1(C)CC(=O)c2cc(OCC(=O)NCc3cccnc3)ccc2O1	0.0	0	0.3	-1
COc1ccc2c(c1)cc(C)c1nn(CC(=O)Nc3ccccn3)c(=O)n12	0.0	-3	-0.3	2
CCSc1nc2scc(C(F)(F)F)n2c(=O)c1C(=O)NCc1ccc(Cl)nc1	-0.2	7	-0.2	18
CN(C)S(=O)(=O)c1ccc(Cl)c(C(=O)OCC(=O)C23CC4CC(CC(C4)C2)C3)c1	0.2	0	-1.1	16
CCOc1cc(CNC(C)C)cc(I)c1OCC(N)=O	0.1	0	1.9	-17
O=C(NCCO)c1cc(N2CCc3ccccc3C2)nc2ccccc12	-0.2	-2	3.8	-2
N#CCCNC(=O)c1cccc([N+](=O)[O-])c1	0.0	6	1.7	-15
Cc1ccccc1Nc1nc(=O)[nH]c(=O)[nH]1	0.1	3	1.7	11
CCn1c(SCC(=O)Nc2ccc(Cl)cc2)nnc1-c1cccs1	-0.2	15	2.0	-3
CCc1cc2c(=O)c(-c3nc4ccccc4s3)c(C)oc2cc1OC(C)=O	-0.1	4	0.1	7
COc1ccc(C(=O)Nc2ccnn2C2CCN(Cc3ccn[nH]3)CC2)cc1	0.1	0	0.8	2
C1=C(c2ccc3c(c2)OCO3)Nc2nnnn2C1c1cccs1 (stereo unspecified)	-0.1	-17	-0.1	12
COc1cc(-c2nc3ccc(C(=O)NCc4ccc(C)cc4)cc3nc2-c2cc(OC)c(OC)c(OC)c2)cc(OC)c1OC	0.1	3	-0.3	-1
CCCOC(=O)CSc1nc(C)cc(C)c1C#N	0.3	-12	-1.1	5
COc1ccc(CN[C@H]2C[C@H]3C(=O)N[C@H](Cc4ccccc4)C(=O)N3C2)cc1Cn1cccn1	0.1	7	2.7	-10
O=c1ccccn1Cc1ccccc1F	-0.3	0	0.1	-1
CCCN(CCC)Cc1c(C(=O)N/N=C/c2cccnc2)nnn1-c1nonc1N	0.0	3	-0.4	3
CCOC(=O)CC(=O)CSc1nc2cc(C(=O)OC)ccc2c(=O)n1C1CCCCC1	0.0	10	-1.4	-2
N#CC1(C#N)[C@H](c2ccccc2I)[C@@H](C(=O)c2ccccc2)N2c3ccc4ccccc4c3C=C[C@@H]21	0.2	-2	1.2	-10
CCOc1cc(/C=N/n2cnnc2)cc(Br)c1O	-0.1	0	-0.7	-3
COc1cccc(C2(NC(=O)c3ccc(Cn4cccn4)o3)CCCC2)c1	0.1	2	0.9	-6
Cc1ccc(CNC(=O)CN2C(=O)c3ccccc3C2=O)cc1	0.0	6	0.2	3
COc1ccc(CCN2CCC(N(CC3CC3)C(=O)c3ccc4c(c3)OCO4)CC2)cc1	-0.2	1	2.7	7
CC(C)n1c(Nc2ccc(N3CCOCC3)cc2)nc2c(NCc3cccc(C(F)(F)F)c3)ncnc21	0.0	-11	2.1	2
The list goes on.
SMILES	FBW7 act	TEAD-YAP block	GPR151 ag	MITF primary
S=c1nc[nH]c2ccc3ncccc3c12	-0.2	-3	-0.2	-4
CC(=O)Nc1sc2c(c1C(=O)Nc1ccccc1)CCC(C)C2 (stereo unspecified)	-0.1	14	2.2	-1
Cc1c(Cl)cccc1NC(=S)N1CCCC(CO)C1 (stereo unspecified)	0.1	6	1.0	-9
CCN(c1ccc2nonc2c1[N+](=O)[O-])c1cccc2ccccc12	-0.4	-1	2.3	33
COC(=O)C(=O)CC(=O)c1ccco1	0.5	-12	-1.7	-1
CC(C(=O)N1CCN(C/C=C/c2ccccc2)CC1)N1C(=O)c2ccccc2C1=O (stereo unspecified)	0.2	9	1.6	-3
COC(=O)C1CCCc2c1[nH]c1ccc(Cl)cc21 (stereo unspecified)	0.0	-1	0.8	-7
CCN1C(=O)c2cccc3c(S(=O)(=O)Nc4ccccn4)ccc1c23	0.0	-7	-0.6	2
CC(C)n1cnc2c(Nc3ccc(N4CCOCC4)cc3)nc(Nc3cccc(N(C)C)c3)nc21	-0.4	8	-0.6	3
O=C(CSc1nnc(-c2ccc(F)cc2)c(-c2ccc(F)cc2)n1)Nc1ccc(Br)cc1	0.2	4	-1.7	-6
CCOCCCNC(=O)c1ccccc1	-0.1	8	-0.2	-7
Cc1ccc(CN(Cc2cccnc2)C(=S)Nc2c(C)cc(C)cc2C)cc1	-0.1	-39	-2.0	0
